Screening results (PubChem)
Yfh1-depleted yeast: enhancers of respiration in Yfh1-depleted yeast, dose response, Friedreich's ataxia, plus single-dose screen (AID 1465). fold induction at 50 µM; hits with a dose series show EC50 in µM. S. cerevisiae Yfh1-off respiration, WST-1 reduction, 72 h; higher fold induction means a stronger effect. actives 0.074% (n = 220,000);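 active = fold induction of absorbance versus untreated yeast above a set limit, then at least 30% activation at any dose in follow-up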;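 note: activators that raise dye reduction in frataxin-depleted yeast; strong numbers were not always called active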
GPR55 activation: GPR55 agonists via beta-arrestin recruitment, primary screen, imaging, U2OS cells, beta-arrestin-GFP redistribution (AID 1961) | U2OS GPR55 beta-arrestin-GFP redistribution imaging; higher % means a stronger effect | activation, % at 10 µM, or EC50 in µM where a hit was titrated | actives 0.048% (n = 290,000);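 active = activation above 40% with more than 50 cells counted in the well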;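 note: U2OS osteosarcoma cells stably expressing GPR55 and beta-arrestin-GFP; plate controls were DMSO negative control for no effect and LPI positive control for full effect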
Large T inhibition: SV40 large T antigen inhibitors, biochemical (AID 1903); inhibition, % at 20 µM; hits with a dose series show IC50 in µM; SV40 large T antigen ATPase/helicase inhibition assay; higher % means a stronger effect; actives 0.39% (n = 310,000); in the data active = a potency from the dose series; note: strong numbers were not always called active
NTR1 agonist: NTR1-driven beta-arrestin-GFP spot formation – imaging, U2OS cells, high content, primary screen (AID 493036); agonist mode; actives 0.17% (n = 330,000); P30989; activation, % at 20 µM;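 active = activation at or above 40% of the spot to cytoplasm intensity ratio, with at least 20 cells analyzed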;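 note: 0% = DMSO without peptide and 100% = 100 nM NTR1 peptide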
Target sequence (P30989 whole entry, looked up): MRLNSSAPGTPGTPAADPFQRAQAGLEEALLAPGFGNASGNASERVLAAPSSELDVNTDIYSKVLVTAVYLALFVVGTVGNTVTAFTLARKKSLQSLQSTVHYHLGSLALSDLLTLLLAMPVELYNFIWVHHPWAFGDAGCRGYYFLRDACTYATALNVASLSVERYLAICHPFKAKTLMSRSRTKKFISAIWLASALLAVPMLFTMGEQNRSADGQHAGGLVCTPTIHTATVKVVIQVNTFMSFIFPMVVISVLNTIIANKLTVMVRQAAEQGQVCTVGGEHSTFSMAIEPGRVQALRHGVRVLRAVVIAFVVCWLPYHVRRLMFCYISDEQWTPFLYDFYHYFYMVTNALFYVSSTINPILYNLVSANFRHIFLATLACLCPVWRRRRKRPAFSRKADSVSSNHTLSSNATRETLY
MgcRacGAP inhibition: MgcRacGAP GTPase-activating activity inhibitors, confirmation, biochemical, ADP Hunter fluorescence; MgcRacGAP-stimulated Rac1 GTP hydrolysis, ADP Hunter fluorescence; higher % means a stronger effect; GST-tagged Rac1 F28L mutant substrate; one-dose inhibition, % at 30 µM; IC50 in µM for titrated hits; actives 0.6% (n = 340,000);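 active = first-screen hits whose inhibition reached a set limit at any dose in the follow-up dose series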;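 note: fluorescence reports GDP produced by GAP-driven GTP hydrolysis; strong numbers were not always called active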
GPR55 antagonists: GPR55 antagonists blocking LPI-driven arrestin recruitment, primary screen, imaging, U2OS, beta-arrestin-GFP, LPI agonist (AID 2013). inhibition, % at 10 µM, or IC50 in µM where a hit was titrated. actives 0.13% (n = 290,000). U2OS GPR55 beta-arrestin-GFP translocation imaging, LPI antagonism; higher % means a stronger effect;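 active = spots per cell inhibited over 60%, with over 100 cells counted and total cytoplasm intensity under 500,000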;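 note: U2OS cells stably carrying GPR55 and arrestin-GFP stimulated by 5 µM LPI near EC80; imaged beta-arrestin-GFP aggregate spots per cell after agonist stimulation; plate controls were LPI-stimulated DMSO wells for no effect and DMSO wells without LPI for full effect; some results filed as inactive read as strong as hits; confirmed hits need IC50 under 10 µM and bright autofluorescent wells are also inconclusive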
NS5 inhibitors: flavivirus cap methylation enzyme inhibition – biochemical, confirmation dose response, primary screen (AID 588689) | inhibition, % at 25 µM; hits with a dose series show IC50 in µM | actives 0.3% (n = 340,000) | Dengue-2 NS5 methyltransferase capping enzyme assay, biochemical; higher % means a stronger effect; in the data active = a potency from the dose series
GPR35 arrestin U2OS: GPR35 antagonists blocking zaprinast-driven arrestin recruitment, primary screen, imaging, U2OS, beta-arrestin-GFP, zaprinast agonist (AID 2058) | U2OS GPR35 beta-arrestin-GFP translocation imaging, zaprinast antagonism; higher % means a stronger effect | one-dose inhibition, % at 10 µM; IC50 in µM for titrated hits | actives 0.052% (n = 290,000);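 active = inhibition of at least 50% with at least 30 cells and total cytoplasm GFP at most 10,000,000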
AID2073: inhibitors of Mint1-CaV2.2 protein interaction, biochemical, HTRF (AID 2073); HTRF protein-protein interaction, Mint1-CaV2.2; higher % means a stronger effect; inhibition, % at 20 µM, or IC50 in µM where a hit was titrated; actives 0.19% (n = 290,000); in the data active = inhibition mostly above about 51%, no sharp cut-off; note: some results filed as inactive read as strong as hits
NTR1 agonist cell count 20 µM: further read-out of NTR1 agonist, marked with its call; cell count; measured here: cell count, cytotoxicity flag
An asterisk follows results filed as active; i = inactive; nt = no result given.

SMILES | Yfh1-depleted yeast | GPR55 activation | Large T inhibition | NTR1 agonist | NTR1 agonist cell count 20 µM | MgcRacGAP inhibition | GPR55 antagonists | NS5 inhibitors | GPR35 arrestin U2OS | AID2073
Cc1nc2sc(C(c3ccco3)N3CCOCC3)c(O)n2n1 (stereo unspecified) | i | 0.5% | 26% | 0.2 | 41 | 13% | 0% | 15% | -7% | 28%
COCC(C)n1c(C)cc(C(=O)Cn2c(=O)oc3ccccc32)c1C (stereo unspecified) | nt | 0.0% | 11% | -1.1 | 62 | 7% | 18% | -6% | -13% | 12%
CNNC(=S)Nc1cccc(SC)c1 | i | -0.1% | 9% | -0.9 | 37 | 7% | 1% | 4% | 10% | -32%
COc1ccc(NC(=O)CN2CCCN(S(=O)(=O)c3ccc(F)cc3)CC2)c(OC)c1 | i | -0.6% | 7% | 0.7 | 86 | 6% | 12% | 4% | 7% | 0%
Cc1cccc(C)c1OCC(O)Cn1ccnc1C (stereo unspecified) | i | 0.3% | 2% | -1.2 | 85 | 12% | -14% | 1% | 14% | -3%
CC1(C)C(=O)NCCN1C(=O)CCC(=O)O | i | -0.5% | 0% | -1.3 | 53 | 4% | 8% | 1% | -8% | 9%
COc1ccc([N+](=O)[O-])cc1/C=N/NC(=O)Cc1ccccc1 | i | -0.1% | -4% | 3.2 | 96 | -3% | 4% | 6% | 22% | 1%
COc1ccc(S(=O)(=O)N2CCc3ccccc3C2)cc1OC | i | 0.2% | 3% | 1.5 | 58 | 2% | 13% | -2% | -3% | -3%
COc1ccc([N+](=O)[O-])cc1/C=N/NC(=O)CNC(=O)c1cccc(F)c1 | i | 0.9% | 17% | -0.7 | 75 | 5% | -11% | 1% | -7% | 1%
Cc1nc[nH]c(=O)c1Br | i | -0.2% | 8% | -1.1 | 76 | 5% | 13% | 0% | -9% | 2%
CCCN(CC(=O)Nc1ccccc1OC)C(=O)c1cc(S(=O)(=O)NCc2ccccc2)ccc1C | nt | -0.1% | 24% | 1.7 | 60 | 6% | 14% | -3% | -14% | 6%
Cc1ccc(Oc2cc(NC(=O)CCCn3nc(C)c([N+](=O)[O-])c3C)cc([N+](=O)[O-])c2)cc1 | i | 0.1% | -1% | 12 | 65 | 6% | 1% | 3% | -20% | 5%
COC(=O)c1cccc(NC(=S)Nc2cc(Cl)ccc2OC)c1 | i | -0.2% | 32% | 0.7 | 38 | 4% | 2% | -9% | -13% | -5%
CCOc1ccc(CNC(=O)C(C)n2nc(C)c3c(C)n(-c4ccccc4)nc3c2=O)cc1 (stereo unspecified) | nt | -0.2% | 10% | 3.2 | 66 | 11% | 9% | 2% | -17% | 6%
O=C(O)CC(NC(=O)C12CC3CC(CC(C3)C1)C2)c1cccc([N+](=O)[O-])c1 (stereo unspecified) | i | 0.1% | 0% | -0.7 | 32 | 4% | 9% | 4% | 6% | 11%
CCn1c(SCC(=O)Nc2ccc3c(c2)c2ccccc2n3CC)nnc1-c1cnccn1 | i | -0.1% | 13% | 6.8 | 45 | 7% | -7% | 3% | -5% | 5%
COC(=O)Nc1nnc(CC(=O)Nc2ccccc2C)s1 | i | -0.3% | 8% | -2.0 | 82 | -5% | -3% | -4% | -14% | 10%
O=C(CN(Cc1ccc(Cl)cc1)C(=O)c1csnn1)NCc1ccccc1 | nt | 0.0% | 4% | -0.8 | 51 | 12% | -1% | 2% | 7% | -2%
CCOC(=O)Cc1csc(NC(=O)CSc2nnc(-c3ccncc3)o2)n1 | i | 0.2% | 9% | 4.2 | 16 | nt | 8% | nt | -7% | -14%
O=c1c([N+](=O)[O-])c(NC2CCCCC2)c2ccccc2n1-c1ccccc1 | i | -0.3% | 10% | 1.3 | 53 | -4% | 1% | 1% | 8% | 28%
COc1ccc(N2CC(C(=O)OCC(=O)Nc3ccccc3C)CC2=O)cc1 (stereo unspecified) | nt | -0.1% | 12% | -0.1 | 42 | 13% | 0% | -7% | -11% | -5%
COc1ccc(S(=O)(=O)N2CCC(C(=O)NCc3cccnc3)CC2)cc1Cl | nt | -0.1% | 3% | 2.0 | 49 | 5% | 4% | 2% | -4% | 13%
Cc1ccc(S(=O)(=O)NCCC(=O)Nc2nnc(C3CC3)s2)cc1C | i | 0.0% | 4% | -0.8 | 45 | 5% | -3% | -2% | 3% | 1%
CCCc1noc2c1/C(=N\O)CC(CC(C)SCC)C2 (stereo unspecified) | i | -0.1% | -3% | 0.8 | 44 | 17% | -7% | -3% | 22% | 2%
Cc1ccc(-n2c(C)cc(C(=O)CSc3nncs3)c2C)cc1 | i | -1.0% | 9% | -0.5 | 48 | 10% | -14% | -8% | -1% | 38%
COc1ccc(Br)cc1C(=O)Nc1nnn(C)n1 | i | -0.1% | -1% | 0.0 | 80 | 3% | -16% | -1% | -5% | -9%
O=C(NCCS(=O)(=O)NCc1ccc(F)cc1)c1ccccc1 | nt | nt | 23% | 0.6 | 70 | 0% | nt | -8% | nt | nt
CCOC(=O)c1cc2ccc(OC(=O)c3ccco3)cc2oc1=O | i | -0.1% | 4% | -0.3 | 63 | 8% | 3% | -28% | -9% | 11%
CCn1c(CNC(=O)c2ccccc2F)nnc1SCC(=O)NC1CCCCC1C (stereo unspecified) | i | -0.1% | 7% | -1.3 | 84 | 10% | -5% | -3% | 7% | -2%
CN(CC(=O)Nc1cccc(F)c1)C(=O)c1cc(-c2cccs2)nn1-c1ccccc1 | nt | nt | 2% | 5.5 | 57 | 5% | nt | -5% | nt | nt

Given tab-delimited: four of the compounds above
SMILES	Yfh1-depleted yeast	GPR55 activation	Large T inhibition	NTR1 agonist	NTR1 agonist cell count 20 µM	MgcRacGAP inhibition	GPR55 antagonists	NS5 inhibitors	GPR35 arrestin U2OS	AID2073
Cc1ccc(-n2c(C)cc(C(=O)CSc3nncs3)c2C)cc1	i	-1.0%	9%	-0.5	48	10%	-14%	-8%	-1%	38%
COc1ccc(Br)cc1C(=O)Nc1nnn(C)n1	i	-0.1%	-1%	0.0	80	3%	-16%	-1%	-5%	-9%
O=C(NCCS(=O)(=O)NCc1ccc(F)cc1)c1ccccc1	nt	nt	23%	0.6	70	0%	nt	-8%	nt	nt
CCOC(=O)c1cc2ccc(OC(=O)c3ccco3)cc2oc1=O	i	-0.1%	4%	-0.3	63	8%	3%	-28%	-9%	11%

Additional compounds follow.
SMILES | Yfh1-depleted yeast | GPR55 activation | Large T inhibition | NTR1 agonist | NTR1 agonist cell count 20 µM | MgcRacGAP inhibition | GPR55 antagonists | NS5 inhibitors | GPR35 arrestin U2OS | AID2073
CC1CC(C(F)F)n2nc(C(=O)Nc3sc4c(c3C#N)CCC(C(C)(C)C)C4)nc2N1 (stereo unspecified) | i | 0.3% | 5% | 1.3 | 65 | 5% | 35% | 1% | 8% | 11%
COc1cc(C(=O)N/N=C/c2sc(=O)n(-c3ccccc3)c2Cl)cc(OC)c1OC | i | -0.4% | 5% | -0.6 | 61 | 4% | 0% | -9% | -14% | -16%
COc1ccc(/C=C/c2cc(-c3ccc(C)cc3)o[n+]2C)cc1 | i | 0.2% | 8% | 2.1 | 74 | 8% | 12% | -17% | 4% | 34%
CCCOc1ccc(CNC(=O)Cc2cccs2)cc1 | nt | 0.4% | 10% | 0.0 | 91 | 11% | 14% | 1% | 6% | -7%
O=C(N/N=C/c1ccc(O)cc1)c1cc(C23CC4CC(CC(C4)C2)C3)[nH]n1 | i | -0.3% | 25% | 3.6 | 73 | 16% | -7% | -9% | -13% | 11%
CCc1cc2cccc(C)c2nc1SCC(=O)N1CCN(C(=O)c2ccco2)CC1 | i | 0.1% | 27% | 5.8 | 64 | 10% | 5% | -1% | -8% | 19%
CCC(C)c1c(O)nc(SCC(=O)c2ccccc2)[nH]c1=O (stereo unspecified) | i | -0.2% | 16% | 1.3 | 76 | 4% | -1% | -4% | -9% | 10%
O=C(CSc1nc(-c2ccc(F)cc2)cs1)N1CCN(C(=O)c2ccco2)CC1 | i | -0.2% | 13% | -0.9 | 82 | 1% | -4% | 0% | 20% | -4%
Cc1ccccc1-n1ncc2c1CC(C)(C)CC2NC(=O)CCCN1CCCC1=O (stereo unspecified) | nt | -0.1% | 26% | -0.1 | 68 | 12% | -5% | -8% | -7% | 4%
CCOCC(=O)Nc1c(C(=O)Nc2ccc3c(c2)OCO3)oc2ccccc12 | nt | -0.1% | 9% | 2.9 | 71 | 6% | -1% | -3% | -4% | 13%
CCCC(=NCC(=O)O)C1=C(O)C(C(=O)OC)C(C)(C)CC1=O (stereo unspecified) | i | -0.2% | 7% | 0.3 | 42 | 15% | 6% | -5% | -6% | -3%
CCOc1ccccc1NC(=O)NC(C)c1ccncc1 (stereo unspecified) | i | -0.3% | 60% | -0.6 | 84 | 10% | 4% | -5% | -14% | -3%
COc1cccc(CNS(=O)(=O)c2ccc3c(c2)CC(C)N3C(=O)C2CC2)c1 (stereo unspecified) | nt | 0.3% | 2% | 1.6 | 73 | 10% | 11% | -4% | 6% | -3%
CC(C)(C)c1ccc2c(c1)OC(C(=O)N/N=C\c1ccccn1)CO2 (stereo unspecified) | i | -0.1% | 1% | 3.4 | 72 | 6% | 7% | -7% | 14% | 11%
CCCCCn1c(Br)nc2c1c(=O)n(CC(N)=O)c(=O)n2C | i | 0.3% | 5% | -2.0 | 58 | -14% | 8% | -1% | 24% | 0%
COc1cc(NC(=S)N2CCN(CCO)CC2)c(OC)cc1Cl | i | -0.3% | 12% | -0.3 | 79 | 8% | -6% | -16% | -12% | -20%
CCc1cc(=O)oc2cc(C)cc(OC(C)C(=O)NC3CCN(Cc4ccccc4)CC3)c12 (stereo unspecified) | nt | 0.2% | 11% | 0.9 | 64 | 14% | -3% | -7% | -13% | 7%
COc1ccccc1NC(=O)CN1CCN(c2ccc(Cl)cc2)CC1 | i | 0.8% | -1% | 3.0 | 42 | 11% | 9% | -2% | 14% | 5%
CC(C)c1ccc(NS(=O)(=O)c2cn(C)c(=O)n(C)c2=O)cc1 | i | 0.3% | 4% | 8.3 | 59 | 0% | -1% | -2% | -11% | -1%
COc1ccc(C2CC(c3ccc(OC)cc3O)=NN2C(=O)c2ccccc2)cc1 (stereo unspecified) | nt | -0.1% | 1% | 1.6 | 82 | 4% | 9% | -7% | 6% | 9%
COc1ccc(CNC(=O)c2sc3nc4c(c(C(F)(F)F)c3c2N)CCC4)cc1OC | i | 0.2% | 15% | 5.3 | 44 | -8% | -9% | -6% | 4% | -23%
CCCOc1ccc(C2C(C(=O)OC)=CN(CCOC)C=C2C(=O)OC)cc1 | i | -0.2% | 15% | 0.8 | 45 | 7% | 15% | -1% | 4% | 24%
Cc1cccc(Nc2nc(N)c([N+](=O)[O-])c(NCCO)n2)c1 | i | -0.2% | 12% | -1.6 | 52 | 11% | 4% | -1% | 0% | 46%
